# FLuc stim CS – affects firefly luciferase, flagging false hits in luciferase stimulation screens. P08659. ATPlite luciferase biochemical, luminescence, 10 min; 0 = ATP-free wells, 1 = DMSO control. activation factor at 10 µM. 200,000 tested, under 10 active;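 active means luciferase activation factor, scaled between plate controls, of at least 2 with compound at 10 µM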
# Target sequence (P08659 whole entry, looked up): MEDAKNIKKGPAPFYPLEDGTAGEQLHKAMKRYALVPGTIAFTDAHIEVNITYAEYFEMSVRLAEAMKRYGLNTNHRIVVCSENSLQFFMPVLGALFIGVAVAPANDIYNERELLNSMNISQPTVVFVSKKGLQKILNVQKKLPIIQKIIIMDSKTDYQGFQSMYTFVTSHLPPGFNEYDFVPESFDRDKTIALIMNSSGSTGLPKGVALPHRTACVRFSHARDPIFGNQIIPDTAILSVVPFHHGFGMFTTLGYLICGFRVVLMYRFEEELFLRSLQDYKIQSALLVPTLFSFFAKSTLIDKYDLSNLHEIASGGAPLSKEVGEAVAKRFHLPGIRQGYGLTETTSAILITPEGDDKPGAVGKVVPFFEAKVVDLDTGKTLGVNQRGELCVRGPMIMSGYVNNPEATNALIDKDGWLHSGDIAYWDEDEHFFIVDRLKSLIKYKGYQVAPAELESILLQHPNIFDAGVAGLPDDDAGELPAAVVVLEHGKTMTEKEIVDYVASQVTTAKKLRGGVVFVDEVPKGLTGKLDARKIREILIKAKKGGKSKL
#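 Assay system – cell-free luciferase reagent · Medium – PBS-based ATP solution · Dosing – test compounds dosed from 2 mM stocks in 100% DMSO · Timing – 10 min, room temperature · Technique – light output (luminescence) · Measure – luminescence gain marking luciferase activators · Controls – No-ATP low control, compound-free enzyme-plus-ATP high control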
# TNAP act hiacc – increases human TNAP activity under high phosphate acceptor concentration; activation factor at 20 µM; purified TNAP, CDP-star luminescence, 1 M DEA, 30 min; stronger effect = higher value; 0 = EDTA background, 1 = DMSO-only activity; P05186; 200,000 tested, under 10 active;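 active means activation factor at least 2 at 20 µM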
# Target sequence (P05186 whole entry, looked up): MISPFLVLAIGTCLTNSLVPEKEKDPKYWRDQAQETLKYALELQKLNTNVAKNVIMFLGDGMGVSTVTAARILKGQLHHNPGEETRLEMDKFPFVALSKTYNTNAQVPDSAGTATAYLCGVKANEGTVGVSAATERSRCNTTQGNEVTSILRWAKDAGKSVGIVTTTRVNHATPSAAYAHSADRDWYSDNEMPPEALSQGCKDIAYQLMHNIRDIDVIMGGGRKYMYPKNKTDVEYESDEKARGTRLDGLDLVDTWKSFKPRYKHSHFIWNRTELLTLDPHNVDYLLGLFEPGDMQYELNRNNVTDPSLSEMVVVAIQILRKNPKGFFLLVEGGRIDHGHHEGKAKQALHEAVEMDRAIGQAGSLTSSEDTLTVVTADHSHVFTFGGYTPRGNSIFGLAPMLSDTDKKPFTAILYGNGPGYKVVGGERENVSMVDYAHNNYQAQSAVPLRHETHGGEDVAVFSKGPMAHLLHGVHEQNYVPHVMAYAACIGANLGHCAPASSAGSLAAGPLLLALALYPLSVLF
#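 Assay system: human TNAP; Input: enzyme diluted 1/800 final; Reagent: CDP-star luminogenic substrate at 100 µM final; Timing: 30 min, room temperature; Signal: luminescence; Evaluation: TNAP activation factor scaled between EDTA and DMSO control wells.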
# PMI act hi M6P – increases human PMI activity with near-saturating mannose 6-phosphate. P34949. coupled PMI enzyme assay, resazurin fluorescence, 20 min; stronger effect = higher value; 1 = untreated enzyme, 0 = substrate-free blank. activation factor at 20 µM. 190,000 tested, 0.34% active;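 active means activation factor of 2 or more at 20 µM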
#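 Test system – human PMI in coupled enzyme assay · Timing – 20 min incubation at room temperature · Detection – Diaphorase-driven resazurin-to-resorufin fluorescence, excitation 544, emission 590 nm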
# bIAP act – increases bovine intestinal alkaline phosphatase activity; purified bovine IAP, CDP-star luminescence, 30 min; stronger effect = higher value; fold of DMSO-control signal, blank-subtracted; 200,000 tested, 0.17% active; AID 1016; activation factor at 20 µM;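 active means activation factor of 2 or more at 20 µM, a signal rise over negative controls twice the positive control's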
# TNAP inh hiacc – inhibitors of human TNAP at high phosphate acceptor concentration; inhibition, % at 20 µM; purified TNAP, CDP-star luminescence, 1 M DEA; AID 1135; P05186; 200,000 tested, 0.03% active;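 active means over 50% inhibition of tissue-nonspecific alkaline phosphatase at 20 µM in the single-dose screen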;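 further: plate controls were DMSO wells for no effect and EDTA-quenched wells as full inhibition for full effect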
# PMI act – activators of human phosphomannose isomerase; 190,000 tested, 0.005% active; purified human PMI, coupled resazurin fluorescence, 20 min; stronger effect = higher value; 1 = vehicle control, 0 substrate-free wells; P34949; activation factor at 20 µM;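 active means activation factor of 2 or more at 20 µM, relative to plate controls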
# FLuc inhib CS – inhibits firefly luciferase, flagging false hits in luciferase inhibition screens. P08659. ATPLite firefly luciferase biochemical luminescence, 10 min. inhibition, % at 10 µM. 200,000 tested, 1.5% active;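 active means inhibition above about 50% when tested at 10 µM, limit read from the data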
# NF-kB expr up – compounds increasing NF-kB expression in human neuronal cells; NF-kB reporter expression; stronger effect = higher value; fold change at 12.5 µM; 190,000 tested, 1.6% active; AID 1239; in the data active means fold change above about 3.3
# APP 5'UTR act – activates APP 5'UTR luciferase reporter. 190,000 tested, 1% active. SH-SY5Y APP 5'UTR luciferase reporter, luminescence; zero percent = DMSO vehicle wells. activation, % at 2 µM;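 active means activation above a set limit, based on mean plus 3 SD of controls, cut at about 140% in these data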; further: values of inactives mirror those of a sister screen read the other way
# TNAP inh noacc – blocks human TNAP activity with no phosphate acceptor present; inhibition, % at 20 µM; AID 1012; purified TNAP, CDP-star luminescence, 30 min; P05186; 200,000 tested, 0.26% active;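 active means tissue-nonspecific alkaline phosphatase inhibition above about 50% at 20 µM in the single-dose screen, limit read from the data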;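 further: 0% = DMSO negative control and 100% = EDTA positive control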
# * hit, by the source's call; / = not tested or not shown.
SMILES,FLuc stim CS,TNAP act hiacc,PMI act hi M6P,bIAP act,TNAP inh hiacc,PMI act,FLuc inhib CS,NF-kB expr up,APP 5'UTR act,TNAP inh noacc
O=C(c1ccccc1)c1ccc(OCC(O)CN2CCCCC2)cc1 (configuration not stated),1.1,1,0.9,0.9,-1.7,1,-7.2,1.04,34.0,-1.0
CCC(c1nnnn1CCc1ccccc1)N1CCN(c2ccc(OC)cc2)CC1 (configuration not stated),1.1,1.1,0.9,1,-5.5,0.9,-7.5,1.62,-4.2,-11.3
CC(NC(=O)c1ccc(OC2CCN(S(=O)(=O)N(C)C)CC2)cc1)C1CC1 (configuration not stated),1.1,1,1,1.1,-1.1,0.9,-5.5,1.38,1.7,-1.8
COc1cc(/C=N\NC(=O)CN2CCOCC2)ccc1OCC(=O)Nc1ccc(C)c(C)c1,1,1,1,1.1,2.3,1.1,-4.6,1.08,8.8,-3.5
COc1cc2c(cc1OC)/C(=C/C(=O)N1CCOCC1)NC(C)(C)C2,1,1,1,1,-1.0,1,-0.9,1,13.1,-7.1
Cc1cccc2cc(CNC3CCCC3)c(Cl)nc12,1.1,1,0.9,1.1,-4.2,1,-5.0,1.14,4.5,-3.9
COc1ccccc1-c1nnc(SCC(=O)NCc2c(C)c(Cl)cc(C(C)C)c2O)o1,1,1,0.7,1,-1.6,0.7,-2.8,0.97,-0.1,-6.1
CCOC(=O)c1ccc(N2C(=O)c3n[nH]c(-c4ccco4)c3C2c2ccc([N+](=O)[O-])cc2)cc1 (configuration not stated),1.1,1,0.8,1,-1.4,0.8,-5.9,0.43,6.8,-53.4
Cc1cccn2c(=O)c(/C=N/O)c(N3CCCC3)nc12,1,1,1,1,0.8,1,-3.4,1.14,13.2,-3.9
Cc1ccsc1C1CC(=O)NC2=C1C(=O)CC(C)(C)C2 (configuration not stated),1,1.1,0.9,1,-5.3,0.9,-4.3,0.9,-10.2,-8.8
Nc1nc(-c2nc3ccccc3[nH]2)cs1,0.4,1,0.9,1.3,-0.3,0.9,63.3*,4.29*,139.7*,-7.4
COC(=O)c1ccc(CC(=O)c2ccc(O)cc2O)o1,1,1,1.6,1,-3.0,1.3,0.9,0.81,3.5,-13.2

# Reprinted from the part before: 4 compounds; new compounds follow.
SMILES,FLuc stim CS,TNAP act hiacc,PMI act hi M6P,bIAP act,TNAP inh hiacc,PMI act,FLuc inhib CS,NF-kB expr up,APP 5'UTR act,TNAP inh noacc
Cc1cccn2c(=O)c(/C=N/O)c(N3CCCC3)nc12,1,1,1,1,0.8,1,-3.4,1.14,13.2,-3.9
Cc1ccsc1C1CC(=O)NC2=C1C(=O)CC(C)(C)C2 (configuration not stated),1,1.1,0.9,1,-5.3,0.9,-4.3,0.9,-10.2,-8.8
Nc1nc(-c2nc3ccccc3[nH]2)cs1,0.4,1,0.9,1.3,-0.3,0.9,63.3*,4.29*,139.7*,-7.4
COC(=O)c1ccc(CC(=O)c2ccc(O)cc2O)o1,1,1,1.6,1,-3.0,1.3,0.9,0.81,3.5,-13.2
O=C(Cc1ccccc1)c1c[nH]c(C(=O)NCCCn2ccnc2)c1,1,1,1.1,1.5,1.4,1.1,-3.4,0.97,10.9,-25.9
Cc1ccc(NC(N)=S)cc1,1,1,1,1.1,-1.9,1,-3.5,1.04,-1.2,3.6
C/C=C/c1ccc(OCCCCOc2ccc(OC)cc2)c(OC)c1,1.1,1,0.9,0.7,-2.2,0.9,-8.3,1.25,-1.1,-27.3
COc1cc(/C=C2/C(=O)NN(c3cccc(C)c3)C2=O)ccc1OC(=O)c1ccco1,0.9,0.8,1.2,1.1,20.9,1.1,8.7,1.11,3.8,4.0
Cc1cc(C)cc(-n2c(C)c3c(C)nnc(C)c3c2C)c1,1,1,0.9,0.9,0.4,0.9,-2.1,1.05,-2.9,-2.4
O=C(c1cnc2ccccn2c1=O)N1CCc2ccccc21,1.1,1,1,1,-2.2,1,-6.7,1.12,-8.5,-9.2
Cc1cc(C(=O)Cn2nnc3ccccc3c2=O)c(C)n1-c1c(C)n(C)n(-c2ccccc2)c1=O,1.1,1,1,1,-4.3,1,-8.0,0.94,1.0,-10.6
O=C(CCNC(=O)Cn1ccc2ccccc2c1=O)NCc1ccccn1,1.1,1,1,1,4.6,1,-5.7,1.19,-2.2,1.7
Cc1ccn2c(C(=O)c3ccc(Cl)cc3)cnc2c1,0.5,1.1,1,1,-5.2,1.1,52.1*,2.05,165.0*,8.8
CC1=NN(C(N)=S)C(=O)C1N=Nc1c(C)cc(C)cc1C (configuration not stated),1,1,1.1,1,4.8,1,-4.2,1.77,-24.7,-10.6
CC1(C)N=C(N)NC(Nc2ccccc2)=N1,1,1.1,1.1,0.9,-5.4,1.1,-1.2,0.94,-3.2,-12.3
O=C(CSc1nc2ccccc2o1)NC(=O)NCc1ccco1,1,1.1,1,1,-8.8,1,-1.5,1.05,-15.7,-7.3
Cc1cccc(-n2c(SCc3cc(=O)n4ccsc4n3)nc3ccccc3c2=O)c1,1.1,1.1,1,0.9,-8.3,1,-10.3,0.67,2.7,4.3
CN(c1cccc(NS(=O)(=O)c2cccs2)c1)S(C)(=O)=O,1,1,0.9,1,-3.6,0.9,-4.2,1.15,8.3,-9.6
Cn1cnnc1SC(C(=O)Nc1ccc(F)cc1)c1ccccc1 (configuration not stated),1.1,1,1.1,0.9,-3.4,1.1,-10.6,1.02,-11.3,19.7
CC(=O)NC1CC2CCCC(C1)N2C(=O)Nc1ccc(Cl)c(C(F)(F)F)c1 (configuration not stated),1,1,1,1,-3.9,1,-2.1,1,-15.2,-11.1
CCOc1ccc(/C=C(/NC(=O)c2ccccc2Cl)C(=O)O)cc1,1.1,1,0.9,1.1,-3.8,0.9,-5.6,1.26,12.3,-7.1
CC(=O)Nc1nc(C)nc(-c2ccccc2)c1C(C)=O,1,1,1,1,-1.0,1,-0.2,0.94,0.5,-11.6
Cc1cccc(N2C(=O)CC(SC(=Nc3ccccc3)Nc3ccccc3)C2=O)c1 (configuration not stated),1,1,0.9,1,-1.5,0.8,-2.2,0.69,-5.0,-11.0
O=c1c2[nH]c3ccc(Cl)cc3c2ncn1CCN1CCCCC1,1,1.1,0.8,0.9,-5.8,0.8,-0.9,1.53,7.7,-13.7
CC(=O)c1cccc(N(CC(=O)NCC2CCCO2)C(=O)CCC(=O)Nc2cc(C)on2)c1 (configuration not stated),1,1.1,1.1,1,-7.7,1,-2.0,1.34,5.4,-13.7
Cc1ccc2nsnc2c1S(=O)(=O)N1CCN(C(=O)C2CCCO2)CC1 (configuration not stated),1.1,1,1,0.9,-2.5,0.9,-5.2,1.1,-0.9,-9.9
COc1ccc(NC(=O)CCN2CCCCC2)cc1,1.1,1,1,0.9,-4.1,0.9,-6.5,1.48,-15.4,-8.5
CCCCCOc1ccc(N2C(=O)CC(N(O)c3ccccc3)C2=O)cc1 (configuration not stated),1,1,1,1,-2.4,1.1,-2.3,1.34,18.0,-6.2
CN(C)/C=N/c1cc(=O)[nH]c(=O)n1CC1CC1,1,1,1,0.8,-2.8,1,-1.4,1.25,9.7,-8.9
Cc1coc(=N)n1CC(=O)c1ccc(Cl)cc1,0.9,1,1.1,1,0.6,1.1,5.1,1.42,-2.1,-1.9
COc1ccc([N+](=O)[O-])cc1NC(=O)CSc1nccc(C)n1,1.1,1,1.1,0.9,-2.8,1.1,-8.5,0.87,-8.0,-4.8
COC(=O)C1=CN(Cc2cccs2)C=C(C(=O)OC)C1c1ccc(OC)cc1OC,1.1,1.1,0.8,1.5,-6.8,0.9,-5.0,0.76,-10.3,-19.6
CN(C)c1nc(OCCNC(=O)Nc2ccccc2)nc(N2CCCCC2)n1,1,1.1,1,1.2,-8.0,1,-3.3,0.91,7.2,-12.8
Cc1ccc(C(=O)NCCCn2ccnc2)o1,1,1.1,0.9,0.9,-6.1,1,-2.3,2.39,-12.6,-13.8
CCN(CC)CC(=O)c1ccc(-c2ccccc2)cc1,1,1.1,1.8,0.9,-6.6,1.4,1.0,1,-9.4,-0.7
CCCC1(C(=O)OCC)NC(c2ccc(OC)cc2OC)C2C(=O)N(c3ccc4c(c3)OCCO4)C(=O)C21 (configuration not stated),1,1,1,1,0.3,0.9,-1.8,1.1,-16.2,-2.3
COc1cc(C(=O)NCC(=O)N/N=C(/C)c2cccs2)cc(OC)c1OC,1.1,1,1.1,1,0.6,1,-7.9,1.17,0.4,-21.0
NC(=O)c1ccc(C(F)(F)F)n(Cc2ccc(Cl)cc2)c1=O,1,1,1,1,-1.0,1,-1.8,0.97,3.0,-8.5
O=[N+]([O-])c1cccc2c(N3CCOCC3)ccnc12,1,1.1,0.9,0.8,-7.6,0.9,2.9,/,-1.4,-12.6
COc1cc2c(cc1OC)-c1cc3ccc4c(c3c[n+]1CC2)OCO4,1.1,0.9,0.5,0.8,8.0,0.8,-7.9,0.8,-11.0,5.3
CC(C)NS(=O)(=O)c1ccc(CCC(=O)NCc2ccco2)cc1,1,1,0.9,1,2.3,0.9,-0.7,1.23,26.1,-1.2
Cc1cc2nccc(-c3ccccn3)n2n1,1,1,1,1.1,-0.4,1,-2.6,1.19,5.1,-0.8
COCCNC(=O)C(c1cccs1)N(Cc1cccs1)C(=O)Cn1nnc2ccccc21 (configuration not stated),1,1,1,1,-1.8,1,-0.2,1.24,-11.7,-12.9
CC(C)CC1c2[nH]c3ccccc3c2CCN1C(=O)c1cnccn1 (configuration not stated),1,1.1,0.9,0.9,-8.2,0.9,-3.8,2.98,90.2,-13.0
CCNC(=S)NNc1nncc2ccccc12,1,1,0.9,1.3,-0.5,0.9,3.0,1.62,22.0,-85.2
O=C1c2c(O)cc(O)cc2O[C@H](c2ccc(O)c(O)c2)[C@@H]1O,1,0.9,0.9,0.8,7.5,0.5,-3.1,/,/,69.8*
CS(=O)(=O)NCCNc1ccc(Cl)cc1[N+](=O)[O-],1,0.8,0.9,0.8,16.1,1,0.3,1.04,-5.5,8.4
Cc1nc(-c2ccccc2)cn2c1nc1ccccc12,1.1,1,0.8,0.7,-1.2,0.9,-7.7,0.83,0.4,-1.0
CCOC(=O)C(NC(C)=O)(Nc1ccc(S(=O)(=O)Nc2cc(C)nc(C)n2)cc1)C(F)(F)F (configuration not stated),1,1,1,0.9,-0.7,1,-4.3,1.01,-3.2,-11.8
COc1ccc(-n2c(N3CCN(C)CC3)nc3sc4c(c3c2=O)CCCCC4)cc1,1,1,0.9,1,-1.0,0.8,-2.3,1.12,-2.6,-4.6
COC(=O)C1=C(Nc2ccc(OC)cc2)C=C(C)C(C(=O)OC)C1c1ccc(C)cc1 (configuration not stated),1,1,0.7,1.1,-2.9,0.9,-2.9,0.74,-0.6,-6.1
C/C=C(/C)C(=O)O[C@@H]1c2c(ccc3ccc(=O)oc23)O[C@@H]1C(C)(C)OC(=O)/C(C)=C\C,1.1,1.1,0.9,0.9,-5.4,0.9,-6.8,0.62,-17.9,-6.3
C=CCNC(=S)NC(CC(=O)OC)c1ccc2c(c1)OCO2 (configuration not stated),1.1,1,0.9,1,-1.5,1,-6.2,1.39,12.5,-13.7
